# Assay outcomes deposited in PubChem BioAssay by several laboratories.
# thrombin 1536 – inhibitors of human thrombin. P00734. alpha-thrombin, Boc-VPR-AMC fluorogenic substrate cleavage. inhibition, % at 5 µM. actives 0.26% (n = 220,000);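 active = inhibition at or above 40%; inactive = inhibition below 40%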;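 also: 0% = enzyme with no compound and 100% = wells without enzyme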
#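 signal = AMC fluorescence, 355/460 nm | material = human alpha-thrombin enzyme | control set = enzyme without compound as high, wells lacking enzyme as low | times = reaction at room temperature | read-out basis = percent inhibition scaled between no-compound controls and no-enzyme blanks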
# EBV gp42 inh – blocks Epstein-Barr virus glycoprotein 42 binding; actives 0.42% (n = 220,000); Fluorescence polarization binding assay, mP read-out; inhibition, % (tested at 21.74 µM); Q1HVG2; in the data active = inhibition above about 50%
# Target sequence (Q1HVG2 whole entry, looked up): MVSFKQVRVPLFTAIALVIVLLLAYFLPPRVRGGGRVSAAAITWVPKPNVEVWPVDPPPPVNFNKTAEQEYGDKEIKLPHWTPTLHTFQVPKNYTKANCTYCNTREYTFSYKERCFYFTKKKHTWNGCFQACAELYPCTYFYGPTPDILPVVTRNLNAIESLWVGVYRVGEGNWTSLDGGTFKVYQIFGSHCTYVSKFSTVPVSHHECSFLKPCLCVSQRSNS
# Cl transport mod – modulators of human KCC2 chloride dependent transport; KCC2 cells, thallium flux FluoZin-2 fluorescence; AID 1456; Q9H2X9; B-score of Tl+ flux slope (higher = more flux/activation; lower = inhibition) at 10 µM; actives 2.2% (n = 190,000);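 active = thallium flux slope and its plate-corrected score both differing from the plate sample mean at a set confidence after two filtering rounds, in either direction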;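 also: slope of fluorescence scaled to starting intensity during 10 to 20 s after thallium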
# Furin inh – blocks human furin protease activity. P09958. purified furin, fluorogenic substrate cleavage. inhibition, % at 30 µM. actives 0.061% (n = 220,000). AID 463115; in the data active = inhibition above about 25%; also: inactives centre near -15
# 14-3-3 Bad inh – disrupts binding of bovine 14-3-3 zeta to phospho-Bad peptide; inhibition, % at 21.7 µM; TR-FRET 14-3-3zeta/Dy647-pBad peptide displacement, 1 h; actives 0.71% (n = 220,000);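 active = inhibition above about 70%, limit read from the data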;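 also: 0% = full 14-3-3 plus peptide FRET controls and 100% = background without 14-3-3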
# Target sequence (P63103 whole entry, looked up): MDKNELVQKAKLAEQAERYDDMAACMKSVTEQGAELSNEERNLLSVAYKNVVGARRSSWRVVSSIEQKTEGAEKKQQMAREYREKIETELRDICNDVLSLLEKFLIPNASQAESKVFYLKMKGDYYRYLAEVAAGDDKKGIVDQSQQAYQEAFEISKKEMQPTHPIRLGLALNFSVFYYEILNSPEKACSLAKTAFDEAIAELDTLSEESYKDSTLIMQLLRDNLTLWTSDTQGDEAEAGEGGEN
# p47phox inh – inhibitors of human p47phox binding; P14598; AID 1274; actives 0.53% (n = 220,000); p47phox/p22phox peptide binding, fluorescence polarization, 2 h; inhibition, % at 24.7 µM;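 also: 0% = p47phox with labelled peptide and 100% = labelled peptide alone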
# KLK5 inh – inhibitors of human kallikrein 5; Q9Y337; recombinant hK5, fluorogenic AMC substrate cleavage; inhibition, % at 5 µM; actives 0.59% (n = 210,000);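 active = inhibition of 40% or more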;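 also: 0% = enzyme controls without compound and 100% = no-enzyme blanks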
# Target sequence (Q9Y337 67-293 limits assumed): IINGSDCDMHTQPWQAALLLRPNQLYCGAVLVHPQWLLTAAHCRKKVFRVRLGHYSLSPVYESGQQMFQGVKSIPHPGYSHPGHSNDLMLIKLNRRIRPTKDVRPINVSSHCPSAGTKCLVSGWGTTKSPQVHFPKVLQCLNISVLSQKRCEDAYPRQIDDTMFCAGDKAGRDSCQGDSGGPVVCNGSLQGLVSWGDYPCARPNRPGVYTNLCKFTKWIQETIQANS
# eIF4E 4G PPI – eIF4E/eIF4G interaction inhibition in translation initiation. TR-FRET eIF4E-eIF4GI(517-606) binding, 2 h. inhibition, % at 21.7 µM. AID 782. actives 0.37% (n = 220,000). P63073+Q04637;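 also: 0% = full FRET control wells and 100% = background wells lacking eIF4GI fragment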
# Rad51 HR inh – Rad51 (human) homologous recombination inhibition; Q06609; actives 0.085% (n = 200,000); AID 1385; hRad51 DNA strand exchange, fluorescence dequenching; inhibition, % at 10 µM;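 active = inhibition above 40% at the single screening dose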;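 also: 0% = DMSO control wells and 100% = blanks with heterologous ssDNA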
# Target sequence (Q06609 whole entry, looked up): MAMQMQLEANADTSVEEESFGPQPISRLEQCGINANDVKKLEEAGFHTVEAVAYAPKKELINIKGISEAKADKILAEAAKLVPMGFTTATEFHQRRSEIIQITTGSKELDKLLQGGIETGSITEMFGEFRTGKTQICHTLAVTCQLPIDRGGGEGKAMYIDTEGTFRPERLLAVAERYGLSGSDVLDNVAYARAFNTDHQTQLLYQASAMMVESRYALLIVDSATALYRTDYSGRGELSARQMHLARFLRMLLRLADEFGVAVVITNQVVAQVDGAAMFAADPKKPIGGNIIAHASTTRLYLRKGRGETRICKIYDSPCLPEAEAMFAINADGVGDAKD
#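 Test system: preformed human Rad51 ssDNA filaments; also added: Donor/quencher-labelled 47-bp dsDNA substrate; doses: 10 µM final, single point; times: 37 °C 15-min filament assembly, 30-min compound preincubation, 15-min exchange; detection: FRET fluorescence dequenching, excitation 485 nm, emission 520 nm; read-out basis: Fluorescence-based percent inhibition, control- and blank-normalised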
# Numbers without * were called inactive; / = no result given; [ ] = another dose, or the depositor's remark.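 The calls were made as follows, unless noted: active = inhibition above about 30% (limit read from the data); inactive = the rest.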
nr | molecule | thrombin 1536 | EBV gp42 inh | Cl transport mod | Furin inh | 14-3-3 Bad inh
1 | Cc1nc(C)c(NC(=O)OC(C)C)cc1NC(=O)OC(C)C | -18.0 | -10.2 | 0.229 | -34.2 | 1.0
2 | Cc1ccc(NC(=O)N/C=C/c2ccco2)cc1C | 24.3 | -24.8 | / | -9.5[20 µM] | 2.8[fluorescence artefact?]
3 | CCCCNCc1ccc(SC)cc1 | 1.0 | -17.2 | 0.00531 | -12.1[20 µM] | 0.9
4 | CCN(CC)C(=O)CC(c1ccc(OC)cc1)c1c(OC)cc(OC)c2ccc(=O)oc12 (stereo not drawn) | -3.4 | -12.8 | 0.47 | -19.2 | 4.7
5 | O=S(=O)(N/N=C/c1cccc(OC2CSC2)c1)c1ccccc1 | -3.8 | 9.5 | -0.516 | -5.1 | -34.2[fluorescence artefact?]
6 | COc1cc2c(cc1OC)C(C)N(S(=O)(=O)c1cn(C)cn1)CC2 (stereo not drawn) | -5.1 | -8.1 | 1.87 | -10.7 | -2.3
7 | O=C(CN(Cc1ccco1)C(=O)CNS(=O)(=O)c1ccccc1)NCc1ccccc1 | -16.5 | -14.0 | -0.618 | -9.9[20 µM] | -1.1[fluorescence artefact?]
8 | O=C(NCCNc1ccc(Cl)cc1[N+](=O)[O-])c1cccnc1 | 9.9 | 3.8 | 0.583 | -17.0 | 1.1
9 | COc1ccccc1-n1c(SCC(=O)NC(C)(C)C)nc(O)cc1=O | -0.9 | -4.2 | 0.237 | -24.9 | -8.4
10 | CCOC(=O)N1CCN(S(=O)(=O)c2cc(Br)cc3c2N(C(C)=O)C(C)C3)CC1 (stereo not drawn) | -2.7 | -15.9 | -0.38 | -17.4 | 6.0
11 | COc1ccccc1N1CCN(S(=O)(=O)c2cc(C)sc2C)CC1 | -8.0 | -3.3 | -2.57 | -14.8 | 2.1
12 | CCOC(=O)c1nnc2cc(-c3ccccc3)nn2c1C | -1.0 | -13.1 | -1.53 | -20.2 | /

nr | p47phox inh | KLK5 inh | eIF4E 4G PPI | Rad51 HR inh
1 | -13.2 | 1.8 | 1.6 | -0.3
2 | -50.4 | 33.9 | -4.4[fluorescence artefact?] | -15.8
3 | -13.3 | -11.4 | -0.6[fluorescence artefact?] | 10.0
4 | -19.8 | -2.1 | -4.2 | -4.9
5 | 0.1 | -22.2 | -3.0 | 10.1
6 | -3.5 | 4.5 | 4.0 | -7.8
7 | -7.8 | -17.8 | 0.0[fluorescence artefact?] | /
8 | 13.0 | / | -4.6 | -0.9
9 | -21.1 | 21.9 | 0.3 | 5.5
10 | -12.4 | -0.9 | 3.2 | -0.9
11 | 0.5 | -27.1 | 2.9 | -3.8
12 | 4.4 | 21.1 | / | 2.7

# Later entries
nr | molecule | thrombin 1536 | EBV gp42 inh | Cl transport mod | Furin inh | 14-3-3 Bad inh
13 | COc1nc(N(c2ccccc2)c2ccccc2)nc(-n2ccnc2)n1 | -3.9 | -9.4 | -0.0997 | -19.4 | 11.0
14 | C=CCn1c(SCC2=C(C(=O)OCC)C(C)NC(=O)N2)nnc1C1CCCCC1 (stereo not drawn) | -7.3 | -14.3 | -0.228 | -18.6[20 µM] | 2.0
15 | COc1ccc(/C=N\NC(=O)c2cccc([N+](=O)[O-])c2)cc1Cn1cc([N+](=O)[O-])cn1 | 2.2 | 2.6 | 1.39 | 11.0 | 3.4
16 | O=C1COc2ccc(C(=O)COC(=O)c3sc4ccccc4c3Cl)cc2N1 | -16.0 | -6.2 | -0.393 | 0.0 | -1.3
17 | CN(CC(=O)NCc1ccccn1)S(=O)(=O)c1ccc(Cl)cc1 | 0.8 | -6.9 | -0.0983 | -15.3 | 1.1
18 | O=C(NCc1cccnc1)c1cccc2c1C(=O)N(C1CCCCC1)C2 | 7.8 | -17.4 | -0.0336 | -12.3 | -2.5[fluorescence artefact?]
19 | Cc1cc2cc(CN(CCCO)S(=O)(=O)c3cccc4nsnc34)c(=O)[nH]c2cc1C | 2.8 | 6.6 | -1.15 | -15.5 | -0.2
20 | CC(C)N1CCC(N2CCN(C/C=C/c3ccc(F)cc3)CC2CCO)CC1 (stereo not drawn) | -4.6 | 5.3 | / | -28.4 | -7.0
21 | Cc1cc(N2C(=O)C3CC=CCC3C2=O)no1 (stereo not drawn) | -1.4 | -0.5 | 0.267 | -12.9[20 µM] | -3.4
22 | CC1=C(C)C(=O)C(CCCCC#CCCCC#CCO)=C(C)C1=O | -4.7 | 5.5 | -2.01 | -2.9 | 0.6
23 | COCCNC(=O)c1cc2cc(Cl)cc(Cl)c2oc1=O | 0.7 | -12.1 | 1.07 | 2.8 | 5.4
24 | O=S(=O)(NC1CCN(Cc2ccccc2)CC1)c1cccc(S(=O)(=O)N2CCOCC2)c1 | -2.1 | -1.5 | -0.641 | -22.8[20 µM] | -1.8[fluorescence artefact?]

nr | p47phox inh | KLK5 inh | eIF4E 4G PPI | Rad51 HR inh
13 | 3.5 | 0.8 | -2.8 | 0.4
14 | 2.6 | -2.6 | -1.9 | -6.1
15 | -0.5 | 6.7 | -1.0 | -18.1
16 | 0.7 | -14.7 | -2.7 | -8.9
17 | -11.8 | -11.4 | 1.1 | 2.5
18 | -10.8 | -3.9 | -11.0[fluorescence artefact?] | /
19 | -3.9 | 0.6 | 9.9 | -1.4
20 | -1.0 | / | -1.2 | /
21 | 4.7 | -4.9 | -1.7[fluorescence artefact?] | 3.0
22 | -2.9 | -15.2 | 6.3 | -6.7
23 | -3.8 | 0.7 | 9.4 | 0.0
24 | -14.8 | -12.7 | -0.9[fluorescence artefact?] | /

# Next section
nr | molecule | thrombin 1536 | EBV gp42 inh | Cl transport mod | Furin inh | 14-3-3 Bad inh
25 | Cc1ccc2oc(/N=C(\N)NC(=O)C(C)(C)C)nc2c1 | -3.4 | -9.8 | 0.0672 | -8.0 | -6.0
26 | COC(=O)c1ccc(CNC(=O)COC(=O)c2ccc(N(C)C)cc2)cc1 | -13.5 | -28.0 | 0.214 | -36.7 | -13.2
27 | Cc1cccc(N2C(=O)CC(N3CCN(Cc4ccc(Cl)cc4)CC3)C2=O)c1 (stereo not drawn) | -2.1 | -19.7 | -1.18 | -23.3[20 µM] | -9.3
28 | Cc1ccc(-c2cn3cccc(C)c3n2)cc1 | -7.9 | -1.5 | -0.918 | -25.8 | -8.9
29 | CCc1c(C(C)S(=O)(=O)c2ccccc2)[nH]c(=O)n1CC (stereo not drawn) | -5.4 | -8.3 | 0.484 | -25.8 | -4.0
30 | Cc1ccccc1NC(=S)N(CCN(C)C)C(C)c1ccccn1 (stereo not drawn) | -11.4 | -7.1 | -0.0371 | -20.0[20 µM] | 7.1
31 | O=P(c1ccc2c(c1)OCCO2)(N1CCOCC1)N1CCOCC1 | -6.1 | -13.6 | 1.04 | -6.9 | 8.0[fluorescence artefact?]
32 | COc1ccc(CC(=S)N2CCOCC2)cc1OC | 0.0 | -2.7 | 0.414 | -11.1[20 µM] | -5.8[fluorescence artefact?]
33 | CCN(CC)S(=O)(=O)c1cccc(C(=O)N[C@H](C(=O)NNC(=O)c2ccccc2)C(C)C)c1 | 12.4 | -7.3 | -1.1 | 1.1 | 3.0
34 | CCCCCOC(=O)C1=C(C)NC(=O)NC1c1ccccc1OCC (stereo not drawn) | 3.6 | -19.4 | / | -11.3 | -1.2
35 | Cc1cccc(C(=O)Nc2sc3c(c2C#N)CCCCC3)c1 | -0.6 | -2.4 | -0.000455 | -24.1[20 µM] | -3.5
36 | COC(=O)c1sc(S(=O)(=O)NCC(=O)O)c(C(=O)OC)c1C | -6.5 | -5.4 | 0.588 | -27.8 | -6.8

nr | p47phox inh | KLK5 inh | eIF4E 4G PPI | Rad51 HR inh
25 | -3.7 | 8.2 | 2.4 | -9.8
26 | -11.8 | 3.2 | -0.6 | 19.1
27 | -8.9 | -4.3 | -0.9 | -1.4
28 | -4.3 | -4.1 | 2.5 | -4.1
29 | 6.3 | -0.5 | -2.3 | -4.1
30 | -10.9 | 1.9 | 3.4[fluorescence artefact?] | -1.1
31 | -6.9 | -17.8 | -13.2[fluorescence artefact?] | 2.0
32 | -9.3 | 1.2 | 7.5[fluorescence artefact?] | -6.2
33 | 4.6 | 24.7 | 3.5 | -13.0
34 | 8.8 | 4.3 | -4.0 | 3.7
35 | -18.6 | -10.2 | -2.9 | -4.4
36 | 0.2 | -1.1 | -2.7 | 0.7

# Nine structures out of the list, sorted by formula weight, ascending.
nr | molecule | thrombin 1536 | EBV gp42 inh | Cl transport mod | Furin inh | 14-3-3 Bad inh
35 | Cc1cccc(C(=O)Nc2sc3c(c2C#N)CCCCC3)c1 | -0.6 | -2.4 | -0.000455 | -24.1[20 µM] | -3.5
23 | COCCNC(=O)c1cc2cc(Cl)cc(Cl)c2oc1=O | 0.7 | -12.1 | 1.07 | 2.8 | 5.4
30 | Cc1ccccc1NC(=S)N(CCN(C)C)C(C)c1ccccn1 (stereo not drawn) | -11.4 | -7.1 | -0.0371 | -20.0[20 µM] | 7.1
36 | COC(=O)c1sc(S(=O)(=O)NCC(=O)O)c(C(=O)OC)c1C | -6.5 | -5.4 | 0.588 | -27.8 | -6.8
31 | O=P(c1ccc2c(c1)OCCO2)(N1CCOCC1)N1CCOCC1 | -6.1 | -13.6 | 1.04 | -6.9 | 8.0[fluorescence artefact?]
16 | O=C1COc2ccc(C(=O)COC(=O)c3sc4ccccc4c3Cl)cc2N1 | -16.0 | -6.2 | -0.393 | 0.0 | -1.3
19 | Cc1cc2cc(CN(CCCO)S(=O)(=O)c3cccc4nsnc34)c(=O)[nH]c2cc1C | 2.8 | 6.6 | -1.15 | -15.5 | -0.2
10 | CCOC(=O)N1CCN(S(=O)(=O)c2cc(Br)cc3c2N(C(C)=O)C(C)C3)CC1 (stereo not drawn) | -2.7 | -15.9 | -0.38 | -17.4 | 6.0
24 | O=S(=O)(NC1CCN(Cc2ccccc2)CC1)c1cccc(S(=O)(=O)N2CCOCC2)c1 | -2.1 | -1.5 | -0.641 | -22.8[20 µM] | -1.8[fluorescence artefact?]

nr | p47phox inh | KLK5 inh | eIF4E 4G PPI | Rad51 HR inh
35 | -18.6 | -10.2 | -2.9 | -4.4
23 | -3.8 | 0.7 | 9.4 | 0.0
30 | -10.9 | 1.9 | 3.4[fluorescence artefact?] | -1.1
36 | 0.2 | -1.1 | -2.7 | 0.7
31 | -6.9 | -17.8 | -13.2[fluorescence artefact?] | 2.0
16 | 0.7 | -14.7 | -2.7 | -8.9
19 | -3.9 | 0.6 | 9.9 | -1.4
10 | -12.4 | -0.9 | 3.2 | -0.9
24 | -14.8 | -12.7 | -0.9[fluorescence artefact?] | /

# The list goes on.
nr | molecule | thrombin 1536 | EBV gp42 inh | Cl transport mod | Furin inh | 14-3-3 Bad inh
37 | COc1ccc(-c2cc3nc(-c4ccccc4)cc(N4CCC5(CC4)OCCO5)n3n2)cc1 | -2.7 | -6.2 | 0.0306 | -40.8 | -1.6
38 | FC(F)(F)c1ccc(-c2n[nH]c(=S)o2)nc1 | -9.5 | -19.8 | 0.0906 | -13.5 | -6.2
39 | CC1CCCC/C1=N\NC(=S)Nc1cccnc1 (stereo not drawn) | 3.2 | 2.5 | 1.85 | -32.0 | -27.0
40 | CCOC(=O)C1CCN(C(=O)CSc2ccccc2)CC1 | -3.3 | -3.0 | -0.581 | -12.5[20 µM] | -3.4[fluorescence artefact?]
41 | CC(C)NC(=O)NC(=O)COC(=O)Cc1ccsc1 | 6.6 | -14.4 | 0.996 | -9.6[20 µM] | 0.1

nr | p47phox inh | KLK5 inh | eIF4E 4G PPI | Rad51 HR inh
37 | -18.1 | -18.6 | 7.3 | /
38 | -13.1 | 2.6 | 3.0 | /
39 | -3.3 | 0.4 | -1.4 | 21.9
40 | -14.1 | 4.1 | -4.4[fluorescence artefact?] | -7.3
41 | 11.1 | -5.1 | 2.6 | 2.5
